STAT1 act – STAT1 signaling activation; 200,000 compounds, 2.6% hits; NIH 3T3 STAT1-luciferase reporter, IFN-gamma, luminescence; 100% = IFN-gamma alone, no compound; activation (% of control), % at 5.5 µM;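 active = activation above the screen-wide mean activation plus 3 SD, cut at about 130% in these data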;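 note: raw ratio to IFN-gamma control signal so 100% means no change and 0% no light; values of inactives mirror those of a sister screen read the other way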
NF-kB expr up – NF-kB expression increase, human neuronal cells | 190,000 compounds, 1.6% hits | NF-kB reporter expression; active compounds read high | fold change at 12.5 µM | AID 1239; in the data active = fold change above about 3.3
Hsp70 activator – Hsp70 transcriptional activation, primary screen; HeLa Hsp70 promoter luciferase reporter, luminescence; scaled: vehicle 0, proteasome-inhibitor control 100%; activation, % at 10 µM; 200,000 compounds, 0.04% hits; AID 1203;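 active = activation above the mean across all tested compounds plus 3 SD, cutoff set per campaign, cut at about 5.5% in these data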;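 note: 100% = MG132 at 30 µM as the positive control and 0% = DMSO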
FLuc act counter – firefly luciferase counter-screen for stimulation assays. P08659. ATPlite luciferase biochemical, luminescence, 10 min; 0 = ATP-free wells, 1 = DMSO control. activation factor at 10 µM. 200,000 tested, under 10 active. AID 1027;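 active = luciferase activation factor, scaled between plate controls, of at least 2 with compound at 10 µM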
Target sequence (P08659 whole entry, looked up): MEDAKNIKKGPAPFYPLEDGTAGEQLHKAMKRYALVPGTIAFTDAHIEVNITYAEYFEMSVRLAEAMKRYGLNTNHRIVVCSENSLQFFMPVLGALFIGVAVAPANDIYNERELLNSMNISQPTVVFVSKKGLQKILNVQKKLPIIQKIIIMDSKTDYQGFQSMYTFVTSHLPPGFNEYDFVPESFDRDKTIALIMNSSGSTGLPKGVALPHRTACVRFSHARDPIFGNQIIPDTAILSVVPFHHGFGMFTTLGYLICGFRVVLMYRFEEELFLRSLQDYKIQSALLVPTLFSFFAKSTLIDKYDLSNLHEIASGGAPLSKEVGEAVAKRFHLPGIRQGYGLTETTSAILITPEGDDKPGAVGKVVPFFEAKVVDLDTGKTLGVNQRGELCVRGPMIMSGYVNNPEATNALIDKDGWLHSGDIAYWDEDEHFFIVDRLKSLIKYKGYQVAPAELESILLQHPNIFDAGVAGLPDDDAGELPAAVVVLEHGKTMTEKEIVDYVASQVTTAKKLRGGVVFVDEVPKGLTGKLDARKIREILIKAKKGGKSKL
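Assay system: Luciferase/luciferin reagent mix; Medium: PBS as buffer for the ATP substrate; Dosing: test compounds dosed from 2 mM stocks in 100% DMSO; Times: 10 min, room temperature; Signal: luminescence from luciferase reaction; Read-out: luciferase activation; Controls: No-ATP low control, compound-free enzyme-plus-ATP high control.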
HMGR II inh – inhibitors of class II HMG-CoA reductase from Enterococcus faecalis. purified E. faecalis HMGR, NADPH absorbance 340 nm kinetic. 190,000 compounds, 0.41% hits. inhibition, % at 10 µM;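 active = inhibition above a set limit, the median over all tested compounds plus 3 SD, cut at about 9.5% in these data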;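 note: enzyme runs in reverse so mevalonate oxidation gives rising NADPH absorbance; 0% = complete reaction with DMSO and 100% = background rate lacking mevalonate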
DTT redox prof – compounds producing H2O2 with reducing agent – biochemical, NIH compound library profiling, artefact control for MLSCN library redox annotation, primary screen; DTT-dependent redox cycling H2O2, phenol red/HRP absorbance; 100% = 100 µM peroxide control, 0% = buffer; activation, % at 10 µM; 200,000 compounds, 0.03% hits;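 active = activation of at least 50% relative to the plate's high and low controls in the primary single-dose screen; inactive = activation below 50%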;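 note: compound incubated with DTT at 0.8 mM final as the reducing agent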
FLuc inh counter – Photinus pyralis luciferase inhibition counter-screen | P08659 | ATPLite firefly luciferase biochemical luminescence, 10 min | inhibition, % at 10 µM | 200,000 compounds, 1.5% hits | AID 1006;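 active = inhibition above about 50% when tested at 10 µM, limit read from the data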
APP 5UTR inh – APP translation inhibition. SH-SY5Y APP 5'UTR-luciferase reporter, luminescence. inhibition, % at 2 µM. 190,000 compounds, 0.82% hits;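 active = inhibition above a set limit, derived from the sample mean plus 3 SD, cut at about 45% in these data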; note: values of inactives mirror those of a sister screen read the other way
APP 5'UTR act – APP 5'UTR luciferase reporter activation; SH-SY5Y APP 5'UTR luciferase reporter, luminescence; zero percent = DMSO vehicle wells; activation, % at 2 µM; 190,000 compounds, 1% hits; AID 1276;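 active = activation above a set limit, based on mean plus 3 SD of controls, cut at about 140% in these data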; note: values of inactives mirror those of a sister screen read the other way
G6PDH counter – L. mesenteroides G6PDH inhibition counter-screen. AID 1020. inhibition, % at 5 µM. 200,000 compounds, 0.12% hits. Purified L. mesenteroides G6PDH, diaphorase/resazurin coupled fluorescence, 45 min; in the data active = inhibition above about 50%
An asterisk follows results filed as active; / = no result given.

SMILES	STAT1 act	NF-kB expr up	Hsp70 activator	FLuc act counter	HMGR II inh	DTT redox prof	FLuc inh counter	APP 5UTR inh	APP 5'UTR act	G6PDH counter
O=C(O)Cc1ccc(NC(=O)c2ccc(NC(=O)c3ccco3)cc2)cc1	103	1.3	0.5	1	-1	0.6	0	2	-2	10
COC(=O)N1N=C(c2ccc(Br)cc2)CC1(O)C(F)(F)F (stereo unspecified)	114	2	-0.4	0.6	1	-0.1	42	-8	8	8
c1ccc(-n2nnnc2-c2cccnc2)cc1	104	1.1	-0.3	1	-4	-0.8	0	11	-11	-3
COC(=O)CNC(=O)C1CCCN1C(=O)OC(C)(C)C (stereo unspecified)	107	1.1	-0.6	1	2	0.0	-2	-2	2	9
CCOC(=O)C1=c2s/c(=C\c3ccncc3)c(=O)n2C(N)=C(C(=O)OC)C1c1ccncc1 (stereo unspecified)	102	0.57	-0.3	1	4	-0.1	-5	-9	9	-7
COc1ccc(C)cc1S(=O)(=O)N(CC(=O)Nc1ccc2c(c1)OCCO2)Cc1ccccc1	102	0.65	-0.2	1.1	-4	0.0	-6	-8	8	-3
CCC(=O)c1ccc(OCC(O)Cn2nnc3ccccc32)cc1 (stereo unspecified)	104	1.4	0.1	1	-2	-0.1	2	-20	20	-3
Cc1ccc(-n2cc(CN3CCN(Cc4nccn4C)CC3)c(-c3cccc(C)c3)n2)cc1	106	1.1	-0.1	1.1	4	0.1	-5	-4	4	13
CCOc1cc(C(=O)NC(C)c2ccncc2)cc(OCC)c1OCC (stereo unspecified)	104	1.2	-0.1	1.1	-3	1.4	-7	-5	5	24
COc1ccccc1CNC(=O)CN1C(=O)C(C)N(c2ccc(C)cc2)C1=O (stereo unspecified)	107	1.1	0.2	1	-6	-3.4	-2	5	-5	2
Cc1ccc(N2C(=O)CC(n3ccnc3)C2=O)cc1C (stereo unspecified)	99	1.1	0.0	1	-5	-3.0	0	-2	2	-1
Cc1snc2sc(C(=O)c3ccc(Br)cc3)c(N)c12	135*	1.3	0.1	1	-5	1.9	0	-2	3	6
CCCCN1C(=O)NC2NC(=O)NC21 (stereo unspecified)	98	1.4	0.0	1.1	-1	0.7	-6	0	0	4
O=C(CNc1ccc2ccccc2c1)N/N=C/c1ccc([N+](=O)[O-])o1	81	0.98	-0.6	1.1	-6	0.4	-6	-3	3	18
O=C(c1ccc(C(F)(F)F)cc1)C1CCCN(C(=O)CCc2cnccn2)C1 (stereo unspecified)	96	1.3	-0.1	1	-1	-0.7	-1	-3	3	14
O=C(NCC1CCCO1)C1c2ccccc2C(=O)N1C1CCCCCC1 (stereo unspecified)	101	1.1	-0.2	1	-9	2.2	-3	6	-6	-12
CC(C)N(C(=O)CC1ON(C)C(=O)N1c1ccc(Cl)cc1)C(C)C (stereo unspecified)	94	1.2	-0.2	1	4	0.2	-3	12	-12	2
CCOC(=O)N1CCC(NC(=O)c2cc(C)c3c(C)nn(-c4ccccc4)c3n2)CC1	98	1	0.0	1	3	2.4	-4	5	-5	-3
CCc1cc2c(SCC(=O)NC3CCS(=O)(=O)C3)ncnc2s1 (stereo unspecified)	91	1.2	-0.2	1	-6	-1.4	2	16	-16	4
CCCCNC(=O)COC(=O)c1ccc(N(C)C)cc1	110	1.4	-0.1	1	4	-2.4	0	-18	18	4
Cc1cc(O)c(NC(=O)c2ccc(C)c([N+](=O)[O-])c2)cc1C	103	1.7	0.1	1	-9	-0.8	-2	-142	142*	2
O=C(O)CN1C(=O)CCS(=O)c2ccccc21 (stereo unspecified)	100	1.1	-0.2	1	1	-0.3	-5	-22	22	8
O=C(CSc1nc2cc(Cl)ccc2s1)c1cc2ccccc2o1	100	1.1	0.0	1	-7	-1.8	-2	-1	1	2
COc1cccc(CN(C)CC(=O)Nc2ccccc2C(=O)Nc2ccccc2)c1	98	0.95	-0.1	1	4	0.4	-4	-20	20	2
O=C(Nc1ccc([N+](=O)[O-])cc1Br)c1cccnc1	107	1	-0.2	1	-4	0.4	-1	18	-18	-5
(list continues)
SMILES	STAT1 act	NF-kB expr up	Hsp70 activator	FLuc act counter	HMGR II inh	DTT redox prof	FLuc inh counter	APP 5UTR inh	APP 5'UTR act	G6PDH counter
COc1ccc(-c2c3c(=O)n(C)c(=O)n(C)c3cn2-c2cccc(OC)c2)cc1	97	1.1	-0.1	1.1	1	2.6	-5	-11	11	1
COc1ccc(NC2(c3ccc(Cl)cc3)C(=O)c3ccccc3C2=O)cc1	97	1.5	-0.1	1	-3	1.9	-3	12	-12	2
O=C(c1ccc2c(c1)OCO2)N(Cc1ccco1)C1(C(=O)NC2CCCCC2)CCCCC1	92	0.85	-0.3	1	-6	0.0	-2	10	-10	0
COc1ccc(CCNC(=O)c2sc3cc(C)ccc3c2Cl)cc1	96	1.1	-0.1	1.1	-5	3.7	-8	-8	8	-41
Cc1ccc(NC(=O)/C(CN(C)C)=N\O)cc1	126	1.6	0.0	1	2	0.2	-1	-24	24	0
CCc1ccc(-n2c(O)c(C=NCCN(CC)CC)c(=O)[nH]c2=O)cc1	100	1.2	-0.3	1.1	2	0.9	-6	-15	15	1
COc1ccc(C(CC(=O)O)NC(=O)Cc2ccccc2)cc1 (stereo unspecified)	99	1.2	0.0	1	-2	0.3	-1	-10	10	4
Cc1ccccc1NC(=S)NCc1ccco1	105	1.1	-0.4	1	0	0.0	-3	14	-14	2
COc1ccc(-c2nc3c(=O)n(C)c(=O)[nH]c3n2CCc2ccccc2)cc1	101	1.1	0.0	1	0	-0.6	0	-1	1	7
O=C(NCCCN1CCC(Cc2ccccc2)CC1)C1CC(=O)N(C2CCCCCC2)C1 (stereo unspecified)	98	0.87	0.2	1.1	-1	0.2	-8	-7	7	10
Cc1ccc(-n2[nH]c(=O)c(-c3ccccn3)c2C)cc1	30	0.97	-0.3	0.2	-1	-1.2	79*	-3	3	4
CCc1nnc(NS(=O)(=O)c2ccc(NC(=S)NC(=O)/C=C/c3ccc(OC)cc3)cc2)s1	97	1.3	-0.1	1	-3	0.7	-1	-3	3	-11
CCCC(=O)NCCCc1nc2ccccc2n1CCC	98	1	-0.2	1.1	-6	-0.7	-10	-6	6	3
CCc1nc2ccccc2n1Cc1ccc(F)cc1	98	1.2	0.0	1.1	2	-0.3	-10	2	-2	5
C[C@@H]1NC(=O)c2cc([N+](=O)[O-])cc(I)c2OCC[C@@H](C(=O)NC(CC(=O)O)C(N)=O)NC(=O)[C@H](CCC(=O)O)NC1=O (stereo partly specified)	96	1	0.0	1.1	-4	0.5	-7	-5	5	9
COc1cccc(/C=N\n2c(C)nnc2C)c1OC	94	1.7	-0.1	1.1	1	-0.7	-6	7	-7	3
COc1ccc(OCCOC(=O)c2cccs2)cc1	120	1.7	0.4	1	-3	-2.4	-3	-14	14	-1
Cc1ccc(C(C)C)cc1S(=O)(=O)NCc1cccnc1	101	1.2	-0.1	1	-7	-3.2	-4	2	-3	22
CN(C)c1ccc(N=Cc2nc(-c3ccccc3)oc2OC(=O)c2cccc(Cl)c2)cc1	129*	3.4*	0.0	0.9	-7	1.5	12	-135	135	-3
Cc1ccc(-c2ccc(/C=N/c3ncn[nH]3)o2)cc1Cl	112	1.1	0.0	1	-2	0.2	4	-4	3	16
O=C(Nc1n[nH]c(C(F)(F)F)n1)C1CC1	96	1.1	-0.1	1	-3	0.4	-1	21	-21	1
C=CCc1cccc(/C=N/n2cnnc2)c1O	98	1.1	0.2	1	-4	-0.3	-1	-12	12	15
COc1cccc(NC(=S)N(Cc2ccc(Cl)cc2)Cc2ccc(C(=O)O)cc2)c1	100	1.1	-0.3	1.1	0	-1.8	-6	-3	3	5
O=C1c2ccccc2NC(c2cccnc2)N1c1ccccc1F (stereo unspecified)	100	1.1	-0.2	1	3	-0.2	2	-11	11	-2
CCOc1ccccc1N(CC(=O)NC(C)(C)C)C(=O)c1ccc(CN2CCOCC2)o1	104	1.3	-0.4	1	-1	2.0	0	-11	11	-6

Part of the list above, reduced to FLuc act counter.
| Compound | FLuc act counter |
| --- | --- |
| CCOC(=O)N1CCC(NC(=O)c2cc(C)c3c(C)nn(-c4ccccc4)c3n2)CC1 | 1 |
| CCc1cc2c(SCC(=O)NC3CCS(=O)(=O)C3)ncnc2s1 (stereo unspecified) | 1 |

Following part
SMILES	STAT1 act	NF-kB expr up	Hsp70 activator	FLuc act counter	HMGR II inh	DTT redox prof	FLuc inh counter	APP 5UTR inh	APP 5'UTR act	G6PDH counter
CC(C)n1cc(/C=C2/SC(=O)N(CC(=O)Nc3ccc4c(c3)OCO4)C2=O)c2ccccc21	94	0.95	0.0	1	0	-4.7	-4	-13	13	8
c1ccc(CCN2CN=C(Nc3nc4ccccc4o3)NC2)cc1	122	2	-0.1	1	-4	0.2	-2	-34	34	2
CC(C)CN(C(=O)COC(=O)c1nc(Cl)ccc1Cl)C1CCS(=O)(=O)C1 (stereo unspecified)	111	1.2	-0.2	1.1	0	-1.7	-7	-10	10	6
CCn1c(SCC(=O)NCC2CCCO2)nc2c(c1=O)SC(C)C2 (stereo unspecified)	96	1.1	-0.4	1.1	-7	-0.8	-6	-18	18	-2
Cc1ccc(Cn2ncc(Cl)c(Cl)c2=O)cc1	90	1.6	-0.2	1.1	-1	-0.5	-11	31	-31	5
CCOC(=O)CSc1nnc(-c2ccccc2OC)o1	101	0.96	-0.2	1	0	2.7	2	-4	4	0
CC(C)(C)c1ccc(OCCOCCn2cnc3ccccc3c2=O)cc1	109	1	-0.2	0.9	0	0.0	14	-10	10	3
Cc1ccc(Cl)c(OCC(=O)Nc2ccc3c(c2)OCCO3)c1	123	3.8*	0.4	0.8	1	0.0	22	-160	160*	-30
Nc1oc2ccccc2c(=O)c1C=O	112	1.2	-0.2	1	5	-0.5	-3	-2	2	-7
Fc1ccccc1Cc1nnc2n1N=C(c1ccc(Cl)cc1)CS2	99	1.2	0.4	1	-3	1.1	-2	-58	58	-6
O=C(Cc1cccs1)Nc1cccc(-c2nc3ccccc3[nH]2)c1	91	0.96	-0.3	1	-7	-0.6	-2	/	/	0
COC(=O)c1[nH]c2cccc(OC)c2c1NC(=O)CCN1CCN(c2ccccc2OC)CC1	96	0.59	-0.2	1	4	5.0	-2	4	-4	3
Cc1sc(NC(=O)/C=C/c2ccc3c(c2)OCO3)nc1-c1ccccc1	92	1.2	-0.3	0.9	6	0.4	6	10	-10	-32
Cc1cc(C)nc(SCC(=O)Nc2ncc3c(n2)CC(C)(C)CC3=O)n1	104	1.1	-0.2	1	3	2.7	-5	-1	1	6
CCC1CCCCN1C(=O)COC(=O)c1n[nH]c2ccccc12 (stereo unspecified)	116	1.1	0.4	1	2	0.1	2	-33	33	4
O=C(c1ccccc1)c1nn(-c2ccccc2)c2nnc(Cc3ccccc3)c(=O)n12	102	0.93	-0.2	1	-12	-0.5	0	-4	4	6

Entries of single compounds, quoted from the list:
COC(=O)CNC(=O)C1CCCN1C(=O)OC(C)(C)C (stereo unspecified) is listed with STAT1 act = 107; NF-kB expr up = 1.1; Hsp70 activator = -0.6; FLuc act counter = 1; HMGR II inh = 2; DTT redox prof = 0.0; FLuc inh counter = -2; APP 5UTR inh = -2; APP 5'UTR act = 2; G6PDH counter = 9
c1ccc(CCN2CN=C(Nc3nc4ccccc4o3)NC2)cc1 is listed with STAT1 act = 122; NF-kB expr up = 2; Hsp70 activator = -0.1; FLuc act counter = 1; HMGR II inh = -4; DTT redox prof = 0.2; FLuc inh counter = -2; APP 5UTR inh = -34; APP 5'UTR act = 34; G6PDH counter = 2

Bioassay records: PubChem, several laboratories
